Screening results as filed in PubChem BioAssay.
HSF1 inh – HSF1 inhibitors in luciferase reporter cells, primary screen, cell-based, NIH3T3, luminescence; activity change, negative = inhibition, % at 7.5 µM (by protocol); NIH3T3-HGL HSE-luciferase, MG132-induced, luminescence 8 h; stronger effect = lower value; 0.77% of 300,000 active;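 active means more than half of replicate wells show activity change below -50%, luminescence cut by over half; inconclusive means some wells, but at most half, below -50%; inactive means no replicate well below -50%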;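 further: luciferase reports HSF-1 transcriptional activity via heat shock element; 0% = median of DMSO wells and -100% = zero luminescence signal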
HSP90 refold inh – HSP90 inhibitors, primary screen, cell lysate, luminescence. Heat shock protein HSP 90 (rabbit reticulocyte lysate; luciferase refolding). Rabbit reticulocyte lysate, luciferase refolding luminescence, 3 h. inhibition, % at 5.6 µM. 0.91% of 290,000 active. AID 1789, 2009;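 active means inhibition above the screen-wide mean plus 3 SD, computed separately per campaign, cut at about 16% in these data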;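 further: 0% = DMSO wells and 100% = 60 µM geldanamycin wells; inhibitors lower the luminescence because luciferase stays unfolded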
AI-2 QS mod – Vibrio harveyi AI-2 quorum sensing modulators, primary screen, JMH597 strain, luminescence/OD600 ratio. Vibrio harveyi JMH597 AI-2 luminescence/OD600 ratio, 9 h; stronger effect = lower value; strain lacks LuxN and CqsS sensors; 0 = neutral-control median. AID 2094, 2009. 0.4% of 300,000 active. activity change, % at 7.5 µM; in the data active means activity change below about -75%, passing the limit was not always enough; inconclusive means no clear call, values can overlap the other calls;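 further: luminescence divided by OD600 gain over 9 h not by final OD600 alone; inactives centre near 13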
Platelet DG rel – inhibitors of platelet dense granule secretion, primary screen, cell-based, MLPCN, human platelets; human platelet-rich plasma, SFLLRN dense granule ATP release, luminescence; inhibition, %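 (compounds screened at 7.5 µM in platelet-rich plasma)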; 0.22% of 300,000 active;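 active means mean replicate score, as percent of positive control, at or above 50; inconclusive means mean below 50 but at least one replicate at or above 50; inactive means mean and every replicate below 50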
HSF-1 act – HSF-1 activators, primary screen, NIH3T3-HGL cells, MG132 stress, luminescence, single point. NIH3T3-HGL HSF-1 luciferase reporter, 8 h; 100% = twice DMSO control signal. activation, % at 9 µM. 1.7% of 300,000 active;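 active means mean replicate activation of at least 50% with a set share of replicates each reaching 50%; inconclusive means only one of those two conditions met; inactive means mean below 50% and too few replicates reaching it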;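 further: 0% = median of the neutral control wells and 100% = twice that signal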
HDAC3 inhib – HDAC3 deacetylase inhibitors, primary screen, biochemical, fluorescence, cell-free homogeneous; Histone deacetylase 3 (Homo sapiens), O15379; recombinant HDAC3, fluorogenic peptide/trypsin coupled; inhibition, % at 8.3 µM; 0.15% of 320,000 active; in the data active means inhibition above about 26%, passing the limit was not always enough; inconclusive means no clear call, values can overlap the other calls
Target sequence (O15379 whole entry, looked up): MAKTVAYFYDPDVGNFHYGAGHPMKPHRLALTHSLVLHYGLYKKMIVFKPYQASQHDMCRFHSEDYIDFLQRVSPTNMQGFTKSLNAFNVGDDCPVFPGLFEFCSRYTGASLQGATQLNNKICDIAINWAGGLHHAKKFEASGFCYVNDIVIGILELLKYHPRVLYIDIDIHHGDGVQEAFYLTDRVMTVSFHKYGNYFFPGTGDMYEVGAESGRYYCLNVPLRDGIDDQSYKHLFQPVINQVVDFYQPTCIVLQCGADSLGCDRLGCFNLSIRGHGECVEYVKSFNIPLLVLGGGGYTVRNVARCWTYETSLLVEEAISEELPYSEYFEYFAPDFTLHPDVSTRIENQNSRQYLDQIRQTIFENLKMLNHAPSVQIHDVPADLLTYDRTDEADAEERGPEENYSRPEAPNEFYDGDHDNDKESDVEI
KLF5 inh – KLF5 expression inhibitors, primary screen, DLD-1 cells, luminescence; DLD-1 KLF5 promoter-luciferase reporter; inhibition, % at 5 µM; 0.23% of 290,000 active; AID 1700, 2009;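 active means inhibition above a per-plate limit of that plate's mean compound inhibition plus 3 SD, cut at about 60% in these data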;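 further: 0% = DMSO wells and 100% = LY294002 at 200 µM; higher means less KLF5 promoter-driven luciferase light; inactives centre near -14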
IEC-6 cytotox – cytotoxicity in IEC-6 intestinal epithelial cells, primary screen, cytotoxicity control for KLF5 inhibitor project, cell-based, luminescence; 0.78% of 290,000 active; inhibition, % at 5 µM; IEC-6 cytotoxicity, luminescence viability; in the data active means inhibition above about 22%;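 further: 0% = plate median of test compound wells and 100% = cytotoxic reference compound wells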
HIF act – HIF pathway transcriptional activators, primary screen, cell-based, U2OS HRE-luciferase, luminescence. U2OS HRE-luciferase reporter; normalized: DMSO 0%, desferrioxamine 100%. AID 1910, 2009. activation, % at 7.5 µM (by protocol). 0.32% of 300,000 active;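 active means mean activation of at least 10% of the iron chelator positive control signal, with at least half of replicates also reaching 10%; inconclusive means mean and replicate majority disagree about reaching 10%; inactive means mean and most replicates under 10%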
aSyn UTR inh – MLPCN primary screen, SNCA 5' untranslated region | inhibition, % (tested at 7.5 µM) | alpha-synuclein 5'UTR reporter, inhibitor activity | 0.82% of 300,000 active; in the data active means inhibition above about 60%; inconclusive means no clear call, values can overlap the other calls;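 further: H4 neuroglioblastoma cells stably carrying SNCA 5'UTR luciferase fusion; 0% = DMSO wells and 100% = positive control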
Active calls of the source: *; u = inconclusive; x = not tested or not shown; & = joins results of further samples.

Second line of a record – HSF1 inh	IEC-6 cytotox	HSP90 refold inh	HSF-1 act	aSyn UTR inh	Platelet DG rel	HDAC3 inhib	HIF act	AI-2 QS mod	KLF5 inh
CCOC(=O)C1CCCCN1Cc1cccc(OCc2ccccc2)c1 (centres undefined)
 : 3	-10	8	4	13	-5	6	0.0	-5	-21
O=C(c1ccc(F)cc1)N1CCCC(c2nc(-c3cccs3)no2)C1 (centres undefined)
 : -3	-3	-1	7	-5	-1	u	0.4	3	-8
O=[N+]([O-])c1cc(-c2nnc(-c3ccccc3)o2)ccc1Oc1ccc(Cl)cc1
 : 9	3	-10	40	-95	19	2	2.3	15	-24
Cc1cccc(N2CCN(C(=O)c3cc(S(=O)(=O)N4CCOCC4)cn3C)CC2)c1C
 : -3	8	0	1	-15	29	3	-0.3	41	1
NC(=O)CC(NC(=O)Cc1cccc2ccccc12)c1ccc(N2CCC(N3CCCCC3)CC2)c([N+](=O)[O-])c1 (centres undefined)
 : -1	8	-6	-19	28	2	3	-0.1	24	4
CCc1ccc(NC(=O)c2cc(S(=O)(=O)N3CCCC3)c[nH]2)cc1
 : -6	0	-4	-8	2	-2	18	0.2	3	-7
CCOC(=O)C1=C(COC(=O)Cc2ccccc2F)NC(=O)NC1C (centres undefined)
 : 8	x	x	1	-11	0	2	0.0	15	x
CSc1ccc(/C=C(/Sc2nnc(-c3ccccc3)o2)C(=O)O)cc1
 : -9	1	-2	19	7	-3	-2	0.3	31	-32
O=C(CCN1C(=O)C2(OCCO2)c2ccccc21)c1ccccc1
 : -3	0	0	-20	7	0	15	0.5	15	-10
CNC(=S)N(Cc1ccc(OC)cc1)Cc1cc2cc(C)ccc2[nH]c1=O
 : -9	4	-3	8	-8	13	-3	0.1	21	9
C=CCOc1ccc(C2=NOC(C(=O)Nc3ccc4c(c3)OCCO4)C2)cc1 (centres undefined)
 : 1	3	3	2	-9	4	6	-7.4	18	-32
FC(F)(F)c1cccc(Cn2nnnc2-c2cccc(C(F)(F)F)c2)c1
 : 6	4	1	5	19	10	14	-0.1	9	-52
CC(=O)C(C)Oc1ccc2c3c(c(=O)oc2c1)CCCC3 (centres undefined)
 : 2	1	0	16	-79	2	-43	2.2	23	-56
O=C(N/N=C/C=C/c1ccc([N+](=O)[O-])cc1)c1cccs1
 : -1	4	-1	20	-77	4	10	1.6	10	-20
O=C(O)/C=C/C(=O)NC1CCCCC1
 : 15	7	4	10	-49	-19	-2	-50	10	1
COc1cccc(C(=O)NCCS(=O)(=O)NCc2ccc3c(c2)OCO3)c1
 : 0	x	x	-7	0	25	-3	-0.3	13	x
CCNC(=O)/C(=C\C=C\c1ccccc1)NC(=O)c1ccc(Br)o1
 : 2	-3	2	11	4	8	10	0.6	29	-11
Cc1ccc(CNC(=O)CCOc2ccc(C(C)(C)C)cc2)cc1
 : -2	-1	-5	1	7	0	0	-0.3	22	18
CCOC(=O)Cc1csc(NC(=S)NC(=O)c2ccc(F)cc2)n1
 : -34	-1	2	-46	-2	12	9	-2.3	3	-7
CCOCCc1c(O)nc(SCC(=O)N2CCOCC2)[nH]c1=O
 : -1	0	-4	20	12	-40	5	-0.1	0	-15
COc1cc(C2C(S(=O)(=O)c3ccccc3)CON2C)ccc1OCc1ccc(F)cc1 (centres undefined)
 : -1	-1	-1	-15	-31	1	-9	0.3	14	-12
CC1CCCC(N2CCN(C(=O)c3ccc(F)cc3)CC2)C1 (centres undefined)
 : -3	6	2	-7	-23	-3	5	-0.1	0	-43
CCc1ccc2[nH]c(C(=O)N(C)c3ccc(F)cc3F)cc2c1
 : 4	-7	1	13	-14	-1	8	-0.6	7	-1
COCCN(C(=O)CCC(=O)Nc1nccs1)C(C(=O)NCCC(C)C)c1ccc(F)cc1 (centres undefined)
 : 6	-1	2	11	2	-1	-5	-0.3	0	-32
COC(=O)c1ccc(NS(=O)(=O)c2ccc(SC)cc2)cc1
 : -20	-3	1	-21	-21	0	3	0.5	36	-26
O=c1[nH]c2ccc(NCc3ccccc3OCc3ccc(Cl)cc3)cc2[nH]1
 : 5	-2	-2	24	-38	-3	-4	-1.1	24	-36
CN(C(=O)CCn1c(=S)oc2ccccc21)c1ccc(F)cc1
 : 4	2	6	-4	16	4	2	-0.2	17	18
O=[N+]([O-])c1nn(-c2ccc3c(c2)OCCO3)n(O)c1=NCCCO
 : -2	0	4	4	-47	1	1	1.9	37	-47
O=C(CN1C(=O)c2cccc3cccc1c23)N1CCN(c2ccc(F)cc2)CC1
 : 6	1	3	20	8	4	3	-1.5	11	-18
CCc1nnc(NC(=O)C2CCCN2C(=O)NC2CCCCC2)s1 (centres undefined)
 : 0	-6	1	-3	24	14	-4	-0.1	15	-19
CCn1nc(C(=O)NC2=NCCS2)c2ccccc2c1=O
 : x	0	-1	x	x	x	-5	x	x	-34
COCCCN(C)C1CCN(C(=O)Nc2ccc(F)cc2)CC1
 : 1	-9	-5	-1	-22	-8	0	0.3	14	-23
O=C(/C=C/c1cccc2ccccc12)NCCC1=CCCCC1
 : 27	-3	-2	27	-44	2	-4	1.1	18	-29
COc1cccc(NC(=O)C2C3C=CC4(O3)C2C(=O)N(CCN2CCCCC2)C4C(=O)NC2CCCCC2C)c1 (centres undefined)
 : -1	-2	-1	14	11	0	2	-0.2	16	-14
CC(C)c1c(C(=O)N/N=C/c2cccc(OCc3ccccc3)c2)nnn1-c1nonc1N
 : 7	4	-2	-3	4	19	5	-0.7	19	-8
Cc1cnn(-c2cc(N/N=C/c3cccc(F)c3)ncn2)c1
 : 17	-6	-2	56*	-18	-8	-2	2.1	14	5
COCCn1c(=O)[nH]c2cc(C(=O)NCc3cccnc3)ccc2c1=O
 : -1	-1	-3	6	1	-1	-16	0.0	20	-43
CCc1ccccc1OCCCCCNCCO
 : -2	2	2	-7	-7	-1	0	0.3	4	-14
CC(C)CC(C(=O)NC1CCCCC1)N(Cc1cccs1)C(=O)c1snc(C(N)=O)c1N (centres undefined)
 : 7	-3	-2	-2	17	0	3	0.0	14	8
CNc1nc2c(Cl)cc(Cl)cc2s1
 : 4	-2	-3	12	7	-6	-9	0.0	4	-15
CCCN(CCC)CCCNc1ccc2nnc(-c3ccc(F)cc3)n2n1
 : -7	7	5	-5	10	9	7	-0.3	27	-4
COc1ccc(N(C(=O)c2snc(C(N)=O)c2N)C(C(=O)NCc2ccccc2)c2ccc(F)cc2)c(OC)c1 (centres undefined)
 : 7	1	9	3	14	-21	1	-0.3	28	-23
CC(=O)N1CCN(Cc2nc3cc(NC(=O)c4cccc(Br)c4)ccc3n2C)CC1
 : 16	-9	-3	13	-29	8	-7	2.7	5	-27
O=C1CCCCC1c1cccc2ccccc12 (centres undefined)
 : -2	-1	3	1	0	-1	2	-0.3	23	5
COC(=O)c1cc(CSc2ncnc3sccc23)oc1C
 : 5	-1	-1	8	-44	x	1	0.3	27	-25
Cc1c(Cl)ccc2c(C(N)=O)cc(-c3ccccn3)nc12
 : -4	0	-3	-1	-11	22	-3	-0.2	-3	-22
CN(C)c1ccc(NC2=C([N+](=O)[O-])CS(=O)(=O)C2)cc1
 : -10	-8	3	-8	5	0	8	0.0	29	-43
CCOC(=O)N1CCN(C(=O)CS(=O)Cc2nc(-c3ccc(C)cc3)oc2C)CC1 (centres undefined)
 : -7	-10	-3	-3	17	18	-6	-0.1	19	-22
Cc1cc(C(=O)NNc2c(Cl)cccc2Cl)n(C(C)(C)C)n1
 : 0	-3	1	-5	2	2	-5	-0.1	12	12
Cc1c(/C=N/Nc2ccc(C(=O)O)cc2)c2ccccc2n1C
 : -65*	-5	42*	-65	-119	-4	1	0.3	-67	-12
O=C(Cn1[nH]c(=O)c2ccccc2c1=O)NCc1cccnc1
 : -9	5	-1	3	2	-3	0	0.0	0	-17
COc1ccc2c(C)cc(SCC(=O)c3ccc4c(c3)OCO4)nc2c1
 : 7	6	5	0	-24	-2	-1	0.6	3	-6
CCOC(=O)[C@@H]1[C@H]2COc3cc(OC)ccc3[C@@H]2N2C(=O)N(c3ccc(C)cc3)C(=O)[C@@]12C
 : 2	2	-3	-9	10	1	-4	-1.4	11	-11
O=C(NNc1ncc(C(F)(F)F)cc1Cl)c1c(Cl)cccc1Cl
 : 9	46*	1	40	-12	1	5	1.9	18	71*
COc1ccc(CNC(=O)c2cc(C)nn2-c2ccccc2)cc1
 : 6	4	3	7	7	4	-1	-0.1	7	5
Cc1ccc(O)c(C2=Nc3ccccc3N=C(c3cccc([N+](=O)[O-])c3)C2)c1
 : 26	2	2	32	-35	5	-4	1.2	12	-52
S=C(c1ccc(-c2cc(Cl)ccc2Cl)o1)N1CCOCC1
 : 4	-2	1	28	0	0	-3	0.3	11	-36
COc1ccc(CCNC(=O)NC2CCCCC2)cc1OC
 : -5	1	3	-1	17	-1	2	0.2	9	-23
CCN(CC)c1ccc(/C=N/NC(=O)c2ccoc2C)cc1
 : 9	3	31*	30	-95	67*	-7	2.0	12	-70
CCCCCCCCCOC(=O)C1N2C(=O)[C@@H](NC(=O)COc3ccccc3)[C@H]2SC1(C)C (some centres undefined)
 : 9	x	x	2	21	-2	-1	1.7	21	x

(cont.)
Second line of a record – HSF1 inh	IEC-6 cytotox	HSP90 refold inh	HSF-1 act	aSyn UTR inh	Platelet DG rel	HDAC3 inhib	HIF act	AI-2 QS mod	KLF5 inh
COc1ccc(CCc2nc(C)ccc2O)cc1
 : 7&7	0&-1	1&-1	22&-8	-37	-7&1	3&-9	0.2&1.1	-1&15	-44&-46
O=C(O)C=C1C2CC3CC(C2)CC1C3
 : -3	2	0	-2	2	2	0	0.2	22	-27
O=C(c1ccc(F)c(S(=O)(=O)N2CCOCC2)c1)N(c1ccccc1)c1ccccn1
 : 12	-7	1	23	20	11	-4	0.0	33	-13
CCOC(=O)c1c(NC(=O)COc2ncnc3ccccc23)sc(C(C)=O)c1C
 : -5	-1	-2	17	16	6	2	0.0	31	-31
O=C(Nc1ccc(Cl)c(Cl)c1)OCCNC(=O)c1cccc(Cl)c1
 : -1	-2	1	-19	-8	-3	7	-0.3	-5	-41
O=C(Nc1cccnc1)c1ccc(S(=O)(=O)N2CCCCCC2)cc1
 : -3	2	7	-7	-4	-5	5	0.1	15	-5
CN(C)/C=C/c1onc(-c2ccccc2Cl)c1C#N
 : -18	3	3	-1	-87	14	8	-0.4	18	13
O=C(Cn1c(=O)oc2cc(S(=O)(=O)N3CCCC3)ccc21)N1CCCC1
 : 3	-1	-1	4	21	4	3	0.0	-8	-40

Hits appear at their usual frequency. Share with any hit: about 5%.
